Screening results: PubChem BioAssay, several laboratories
GLD-1 TGE inh: GLD-1-TGE RNA interaction inhibition (C. elegans) | Q17339 | purified GLD-1 + fluorescein TGE RNA, fluorescence polarization | inhibition, % at 5.96 µM | 320,000 tested, 0.44% active;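 active = percent inhibition above a per-plate cutoff, the plate mean of test compounds plus 3 SD, cut at about 30% in these data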;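 also: 0% = DMSO wells with GLD-1 and probe and 100% = wells lacking GLD-1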
Target sequence (Q17339 whole entry, looked up): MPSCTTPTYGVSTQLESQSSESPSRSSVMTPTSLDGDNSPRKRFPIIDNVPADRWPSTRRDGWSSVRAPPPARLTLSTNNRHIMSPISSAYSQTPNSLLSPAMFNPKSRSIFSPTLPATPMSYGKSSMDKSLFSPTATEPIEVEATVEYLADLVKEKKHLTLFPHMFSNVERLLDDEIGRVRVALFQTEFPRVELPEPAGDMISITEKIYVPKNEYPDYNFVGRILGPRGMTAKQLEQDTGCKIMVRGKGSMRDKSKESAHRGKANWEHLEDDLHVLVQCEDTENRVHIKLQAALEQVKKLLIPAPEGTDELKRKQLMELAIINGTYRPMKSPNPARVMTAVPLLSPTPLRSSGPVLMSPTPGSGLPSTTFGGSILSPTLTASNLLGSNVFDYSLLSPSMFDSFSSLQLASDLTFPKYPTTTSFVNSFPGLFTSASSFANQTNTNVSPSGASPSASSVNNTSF
Bcl-xL primary: inhibitors of human Bcl-xL. Q07817. GST-Bcl-xL / FITC-Bim BH3 peptide fluorescence polarization. inhibition, % at 10.9 µM. 320,000 tested, 0.7% active;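 active = inhibition above the mean of all tested compounds plus 3 SD, cutoff set per campaign, cut at about 30% in these data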;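 also: 0% = DMSO wells and 100% = unlabeled Bim-BH3 peptide competitor; inhibitors lower millipolarization by displacing the labeled peptide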
Target sequence (Q07817 whole entry, looked up): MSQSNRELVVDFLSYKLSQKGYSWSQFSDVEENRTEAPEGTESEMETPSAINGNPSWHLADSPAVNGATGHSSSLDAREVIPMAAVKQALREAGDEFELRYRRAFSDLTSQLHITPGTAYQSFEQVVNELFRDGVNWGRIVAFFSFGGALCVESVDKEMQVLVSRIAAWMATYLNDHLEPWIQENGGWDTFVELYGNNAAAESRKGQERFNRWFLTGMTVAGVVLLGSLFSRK
PME-1 primary: blocks human protein phosphatase methylesterase 1 | Q9Y570 | recombinant PME-1, FP-Rh probe fluorescence polarization | inhibition, % at 5.9 µM | 320,000 tested, 0.53% active | AID 2130;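 active = inhibition above the campaign mean of all compounds plus 3 SD, cut at about 26% in these data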;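 also: competitive labeling of PME-1 active site by serine hydrolase directed probe; 0% = PME-1 with DMSO and 100% = wells lacking PME-1 enzyme; inhibitors block probe labeling so polarization falls and inhibition rises; many of its hits are not listed in these tables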
Target sequence (Q9Y570 whole entry, looked up): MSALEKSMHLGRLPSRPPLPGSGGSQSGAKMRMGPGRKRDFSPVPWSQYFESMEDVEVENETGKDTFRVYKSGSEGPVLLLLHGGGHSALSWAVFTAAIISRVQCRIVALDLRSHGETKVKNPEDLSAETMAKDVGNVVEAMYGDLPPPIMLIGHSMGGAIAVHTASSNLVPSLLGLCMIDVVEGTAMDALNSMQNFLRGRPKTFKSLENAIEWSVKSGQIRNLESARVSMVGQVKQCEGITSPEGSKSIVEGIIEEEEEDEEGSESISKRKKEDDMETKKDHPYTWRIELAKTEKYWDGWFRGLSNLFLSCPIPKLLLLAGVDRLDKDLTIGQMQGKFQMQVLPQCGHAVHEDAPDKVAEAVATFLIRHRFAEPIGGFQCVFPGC
GRK2 inh: inhibitors of human GRK2 displacing RNA aptamer. P25098. 330,000 tested, 0.59% active. bead flow cytometry, FAM-aptamer displacement from GRK2. AID 488847. inhibition of aptamer binding, % at 10 µM;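 active = inhibition of aptamer binding above 40%, roughly 3 SD of noise, on plates passing a quality check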;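 also: median bead fluorescence of bound FAM aptamer so fluorescent compounds give negative values; no value below 0 was filed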
MEX-5 binding: C. elegans MEX-5 TCR-2 RNA binding activity | AID 1832 | activity score (negative = inhibition of binding), % at 10 µM | MEX-5/FITC-TCR2 RNA binding, fluorescence polarization; active compounds read low | 300,000 tested, 0.38% active;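 active = inhibition past about -25% in most replicates, and total fluorescence under double the plate's negative control median, limit read from the data; inconclusive = replicates evenly split on the limit, or fluorescence at least double controls; inactive = too little inhibition in most replicates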;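 also: 0% = DMSO and -100% = 5 µM competing unlabeled TCR2 RNA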
Fam108B counter: blocks mouse Fam108B hydrolase in RBBP9 counter-screen; recombinant Fam108B, FP-Rh probe fluorescence polarization; inhibition, % at 9.51 µM; 300,000 tested, 0.33% active; AID 1947;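 active = inhibition above the screen mean inhibition plus 3 SD, computed separately per campaign, cut at about 18% in these data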;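 also: inhibitors lower polarization as less probe binds the enzyme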
Efflux pump mplx: antifungal efflux pump inhibition, Nile Red retention; S. cerevisiae Candida pump triplex; inhibition, % at 10 µM; 330,000 tested, 0.44% active; AID 485275;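 active = plate passing quality check with inhibition over a set limit, or well fluorescence over plate mean plus 4 SD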;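 also: Nile Red retained in pooled yeast measured as flow cytometry median fluorescence; 0% = buffer negative control and 100% = Enniatin B positive control; higher means more Nile Red kept so more efflux inhibition; some compounds called inactive have numbers as strong as hits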
VLA-4 inh: inhibition in a human VLA-4 binding assay; 330,000 tested, 0.2% active; P13612; inhibition, % (about 7 µM as worked out from the volumes in the protocol); VLA-4 expressing cells, ligand binding flow cytometry; in the data active = inhibition above about 50%
MCL1 BIM primary: MCL1-BIM-BH3 interaction inhibition (human); Q07820; GST-MCL1 / FITC-Bim-BH3 fluorescence polarization; inhibition, % at 10.9 µM; 320,000 tested, 0.68% active; AID 2057;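 active = inhibition above the mean inhibition of all tested compounds plus 3 SD, set per campaign, cut at about 40% in these data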;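 also: 0% = DMSO wells and 100% = unlabeled Bim-BH3 peptide control; higher means more loss of mP so more displacement of Bim peptide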
Starred values were filed as active, the others as inactive; u = inconclusive; x = no result given. An excerpt (hit frequency here may not be typical).

SMILES	GLD-1 TGE inh	Bcl-xL primary	PME-1 primary	GRK2 inh	MEX-5 binding	Fam108B counter	Efflux pump mplx	VLA-4 inh	MCL1 BIM primary
O=C(O)CCC1=C2c3ccccc3CCN2C(=O)CC1	9	2	-3	2	-3.7	-1	-0.1	-6	9
CCN(C(=O)COC(=O)c1ccc(Cl)c(N)c1)C1CCS(=O)(=O)C1 (stereo unspecified)	1	7	-1	8	-2.4	1	0.0	-1	-9
COc1ccc2sc(-c3ccc(N(C)C)cc3)c(-c3ccc4cc[nH]c4c3)c2c1	-10	x	x	0	x	x	-0.4	22	x
Cc1ccc(O)c(C(=O)CC(=O)c2cccc(F)c2)c1	4	-2	-5	1	1.5	11	0.0	15	4
CC(C)C[C@H](NC(=O)C1(c2ccccc2)CCN(C(=O)[C@H]2CSCN2C(=O)OC(C)(C)C)CC1)C(=O)O	4	-9	6	0	2.0	4	0.1	14	-15
CCn1c(CCCCc2n[nH]c(=S)n2CC)n[nH]c1=S	-5	5	-1	2	-1.4	4	-0.1	0	-20
O=C(O)/C=C/C(=O)Nc1ccc(Oc2ncnc3cc(Cl)ccc23)nc1	5	-11	-9	1	-2.0	0	0.0	6	-16
COc1ccc(C(=S)N2CCCC2)cc1	6	6	1	1	-0.2	7	0.0	2	0
COc1ccc(/C=N/NC(=O)CSc2ccccc2)cc1OC	0	2	0	0	0.6	-1	0.1	-10	0
CCN(Cc1ccc(OC)c(COC)c1)CC1CCCN(CCc2cccc(OC)c2)C1 (stereo unspecified)	4	-1	0	0	0.8	4	-0.1	8	6
CC(C)(C)OC(=O)N1CCC(CNC(=O)Nc2ccccc2)CC1	6	5	-2	0	1.6	1	0.0	-8	4
CN(c1ccccc1C(=O)N1CCCC1)S(C)(=O)=O	-6	6	-5	3	0.4	2	0.1	-1	2
Cc1ccc(C2=[N+]([O-])C(C)(C)CC2)cc1	4	4	4	4	-3.1	2	0.0	-3	2
CCOC(=O)C1=C(C)NC(=O)NC1c1ccoc1 (stereo unspecified)	7	4	-3	0	2.9	-1	-0.1	19	-3
CCn1c(=O)c2cc(C(=O)NCCN(C)C)sc2c2ccccc21	4	4	8	0	0.5	-1	-0.1	0	2
COc1ccc(C(=O)/C=C/Nc2ccc(S(=O)(=O)Nc3ncccn3)cc2)cc1	-9	2	5	0	-0.2	-2	0.6	-11	-1
CC(=O)Nc1c(-c2ccccc2)nc2cc(C)ccn12	6	3	3	1	1.5	3	-0.1	20	-1
CCOc1ccc(Cl)cc1C(c1c(C)[nH][nH]c1=O)c1c(C)[nH][nH]c1=O	x	x	x	0	3.9	x	0.1	5	x
CCOc1ccc(S(=O)(=O)n2c(C)nc3ccccc32)cc1	-1	2	6	2	x	0	-0.1	20	5
CN(CC(=O)Nc1ccccc1Cl)C(=O)CSc1ncc(C(F)(F)F)cc1Cl	1	3	0	0	1.2	-2	1.3	15	2
CS(=O)(=O)N1CCCC(C(=O)Nc2cccc(F)c2)C1 (stereo unspecified)	8	4	1	0	-1.0	-3	-0.2	11	3
COc1cccc(Nc2nc(CC(C)=O)ns2)c1	-6	3	0	1	0.5	-2	0.1	1	-2
Cc1nc([N+](=O)[O-])c(C(=O)O)n1C	-2	5	-6	2	0.7	3	0.0	7	-8
O=C(NC1CCCCC1)c1ccc(NS(=O)(=O)c2cccc3cccnc23)cc1	6	6	-1	3	1.0	-1	-0.1	17	2
Brc1ccc(-c2noc3c2-c2nc(-c4ccccc4)sc2CC3)cc1	1	4	0	0	-1.9	-6	-0.3	27	5
CCOCCCn1c(NN)nc2ccccc2c1=O	14	1	1	1	0.5	2	0.0	-1	2
Cc1ccc(C(=O)OC(C)CN2C(C)CCCC2C)cc1 (stereo unspecified)	-10	-3	-7	0	-0.2	0	-0.1	-13	0
Cc1sc2ncnc(NCCCn3ccnc3)c2c1C	3	1	1	0	-0.5	-1	0.0	-4	-1
CN(C(=O)c1ccc2nc(N)sc2c1)c1ccccc1	11	6	1	6	0.8	-1	0.0	5	17
CCCS(=O)(=O)c1nc(S(=O)(=O)c2ccc(C)cc2)c(N2CCN(CC)CC2)s1	0	12	-2	2	-3.0	1	0.1	9	10
Cc1ccc(CC(CC(=O)NCCc2ccc3c(c2)OCO3)C(=O)O)cc1 (stereo unspecified)	4	3	-2	0	1.7	2	0.1	5	6
CCOC(=S)SCC(=O)Nc1ncc(C)s1	1	12	0	3	-2.3	0	0.1	-2	18
O=C(COc1ccc2ccccc2c1)Nc1cccnc1Cl	2	3	-3	0	1.1	-3	-0.3	7	5
CCOC(=O)c1cnc(-n2nc(C)cc2C)nc1NNc1nc(C)cc(C)n1	-1	6	5	2	u	0	-0.2	2	4
COc1ccc(NCc2nnc(SCC(=O)Nc3ccccc3OC)o2)cc1	-3	4	-2	0	-1.1	1	1.1	-1	1
CCCCN(C)CCNC(=O)CCNC(=O)Cn1ccc2ccccc2c1=O	1	-6	3	0	-1.8	4	0.3	6	-14
COC(=O)C1=C(C(=O)OC)[C@@H]2Nc3ccccc3[C@@]23C[C@@H](C(=O)OC)N(C(=O)NC2CCCCC2)C3=N1	7	1	-3	0	2.8	-1	-0.2	2	0
Nc1ccc2c(c1)C(=O)Cc1ccccc1S2	5	8	3	0	-0.8	3	0.0	17	10
COc1ccc(C(=O)CCC(=O)N2CCN(c3ccc(N4CCOCC4)nn3)CC2)cc1	-1	0	-3	0	0.3	-3	0.2	49	2
CCCCOc1ccccc1C1C(C(=O)OC)=CN(CC)C=C1C(=O)OC	-7	6	5	0	-0.5	2	0.2	7	4
O=C(Nc1cccc(C(=O)N2CCCCC2)c1)c1ccccc1Br	6	2	8	2	-2.7	3	-0.1	3	-10
O=C(Nc1nnc(-c2ccc3c(c2)OCCO3)o1)C1CCCCC1	1	6	-2	0	-0.9	0	-0.2	9	4
CC(C)(Oc1ccc(CCNC(=O)c2ccc(-c3ccc(Cl)cc3)o2)cc1)C(=O)O	-1	-4	-1	4	1.6	0	-0.3	24	-2
O=C1CSCC(=O)N1Cc1ccc(Cl)cc1Cl	-2	-2	0	1	1.5	-3	0.0	5	0
CCSc1nnc(Cc2cc(=O)[nH]c(=O)[nH]2)n1-c1ccc(Cl)cc1	15	10	-1	0	1.1	1	-0.2	-10	4
Cc1cc(-c2ccc(C)c(S(=O)(=O)NCCCN3CCCCCC3)c2)on1	-1	-5	-7	3	1.3	-2	0.0	23	2
C=C(C)C(=O)N1CC2(CC(c3cccc(NC(=O)/C(C)=C\C)c3)=NO2)C[C@H]1C(N)=O (stereo partly specified)	-8	6	-4	0	-1.3	-2	0.1	5	-1
COc1cccc(C2=NOC(C(=O)NCC3CCCO3)C2)c1 (stereo unspecified)	-2	-8	1	0	0.2	-3	-0.1	4	-8
O=c1[nH]c(SCc2ccc(Cl)cc2)nc2c1CCC2	0	1	-5	3	0.8	-1	-0.1	-3	3
COc1ccc(C2CC(c3ccc4ccccc4c3OC(C)=O)=NN2C(C)=O)cc1 (stereo unspecified)	3	-3	8	5	-1.6	-4	0.2	-2	5

Next section:
SMILES	GLD-1 TGE inh	Bcl-xL primary	PME-1 primary	GRK2 inh	MEX-5 binding	Fam108B counter	Efflux pump mplx	VLA-4 inh	MCL1 BIM primary
Cc1sc(NC(=O)CCCCC(=O)Nc2sc(C)c(C)c2C(=O)O)c(C(=O)O)c1C	-1	10	5	2	-0.3	-3	-0.1	-7	8
O=c1c(Cl)nc2cc(Cl)ccc2n1CCNc1ncc(C(F)(F)F)cc1Cl	-9	-2	-2	2	-0.2	-1	0.0	0	-11
CCCOc1ccc(C2C(C(=O)c3ccc(C)o3)=C(O)C(=O)N2Cc2ccco2)cc1OCC (stereo unspecified)	6	6	-1	0	-1.6	4	-0.6	4	5
COc1ccccc1CNC(=O)c1cc(S(=O)(=O)N2CCCC2)cn1C	2	0	1	0	0.0	-4	-0.1	-8	0
Cc1cccc(-c2noc(CN(C)C(=O)c3ccoc3C)n2)c1	6	4	2	0	-3.6	2	0.0	1	5
O=C(NC(=S)NCc1ccccc1)C1CCCCC1	6	2	5	0	-3.6	2	-0.1	6	4
COc1cc2c(cc1OC)C1Cc3ccc(OC)c(OC)c3CN1CC2 (stereo unspecified)	0	1	-8	1	-0.5	1	-0.2	12	6
Cc1ccc(S(=O)(=O)N2CCOCC2)cc1NC(=O)COC(=O)c1cc[n+]([O-])cc1	2	2	7	2	x	x	-0.2	7	0
Cc1ccc(CCNC(=O)C23C[C@H]4C[C@@H](C2)CC(n2nnc(C)n2)(C4)C3)cc1	-2	9	0	2	-2.2	-2	-0.1	0	9
COc1ccc(C2=NN(C(=O)c3ccncc3)C(c3ccccc3O)C2)cc1 (stereo unspecified)	-7	3	4	0	-0.7	-6	0.1	-1	-5
Cc1nnc(NC(=O)c2ccccc2Oc2ccccc2)s1	-5	-2	0	0	-0.3	-2	-0.2	17	0
Cc1cccc(C)c1NC(=S)Nc1ccccc1C(=O)NCc1ccco1	-5	6	-1	2	0.3	1	0.0	-7	15
O=C(NCc1cccnc1)c1ccc(Cn2cc(C(F)(F)F)ccc2=O)cc1	6	4	-1	5	0.1	-2	0.1	14	0
CCCn1c(C)nc2cc(Cl)c(N3CCN(c4nc(-c5ccc(C)cc5)cs4)CC3)cc21	-6	3	3	1	-4.3	2	0.1	18	3
O=C(/C=C/c1ccc(Cl)cc1Cl)NCCN1CCOCC1	6	-1	-4	0	-0.5	1	0.1	0	5
Cc1ccc2oc(=O)c3cc(C(=O)NCCCN4CCCC(C)C4)sc3c2c1 (stereo unspecified)	-2	-1	-1	0	-3.4	4	0.0	9	8
COCc1c(C(=O)N2CCN(Cc3nc4ccccc4s3)CC2)oc2ccccc12	1	-9	-4	0	x	x	0.2	-5	-12
O=C(NCCc1ccc(Cl)cc1)C1CCN(c2ncccn2)CC1	5	7	4	0	1.1	-2	0.0	15	4
Cc1cc2oc(=O)cc(CSc3nc(N)cc(N)n3)c2cc1C(C)C	10	2	-4	2	1.6	2	-0.1	-9	3
COc1cc(C2(c3ccc(O)c(OC)c3)C(=O)N(C)c3ccc(C)cc32)ccc1O	3	2	2	0	2.6	2	0.0	3	5
CC(C)n1ncc2c(C(=O)O)cc(C3CC3)nc21	-1	3	2	0	2.5	-2	0.1	7	-2
O=C(CSc1nnc2ccc(-c3ccccn3)nn12)Nc1ccc(F)cc1F	3	3	-1	1	2.5	1	-0.1	5	1
Cc1ccc(S(=O)(=O)NCCCCCC(=O)Nc2c(C)n(C)n(-c3ccccc3)c2=O)cc1	2	4	0	0	0.3	5	0.0	-11	3
Cn1c(SCC(=O)NCC2CCCO2)nc2c([nH]c3ccccc32)c1=O (stereo unspecified)	-1	1	0	0	-2.3	-9	0.0	8	-1
Cc1ccccc1OCC(=O)N/N=C/c1cccc2cccnc12	0	7	-4	2	-2.8	-2	0.2	8	9
COc1ccc(N2CCN(CCNC(=O)Nc3cccc(C)c3C)CC2)cc1	5	8	4	1	0.6	2	-0.1	5	15
COc1ccc(C(=O)NCC2(c3ccccc3)CCOCC2)cc1	5	4	-3	1	4.1	-2	0.0	-9	-1
